Dengue-2 NS5 capping: Dengue-2 NS5 methyltransferase inhibitors, primary screen, biochemical, confirmation dose response (AID 588689). Dengue-2 NS5 methyltransferase capping enzyme assay, biochemical; higher % means a stronger effect. one-dose inhibition, % at 25 µM; IC50 in µM for titrated hits. 340,000 compounds, 0.3% hits; in the data active = a potency from the dose series
NOD2 inhibition: NOD2 signaling inhibitors, cell-based, luminescence, uHTS, HEK293 (AID 1566) | HEK293 NOD2/NF-kB luciferase reporter, luminescence; higher % means a stronger effect | inhibition, % at 4 µM, or EC50 in µM where a hit was titrated | 290,000 compounds, 0.63% hits; note: many of its hits are not listed in these tables
SIAH1 antagonists: Siah-1 peptide-binding antagonists, primary screen, biochemical, fluorescence polarization, rhodamine-plectin, uHTS (AID 1817); Siah-1 / rhodamine-plectin peptide fluorescence polarization; higher % means a stronger effect; 290,000 compounds, 0.02% hits; one-dose displacement, % at 20 µM; IC50 in µM for titrated hits;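 active = displacement of at least 50% at 20 µM, with a fluorescence ratio check between 0.3 and a set limit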;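 note: plate controls were Siah plus tracer with DMSO for no effect and tracer alone without Siah for full effect; strong numbers were not always called active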
AID2073: inhibitors of Mint1-CaV2.2 protein interaction, biochemical, HTRF (AID 2073) | inhibition, % at 20 µM; hits with a dose series show IC50 in µM | 290,000 compounds, 0.19% hits | HTRF protein-protein interaction, Mint1-CaV2.2; higher % means a stronger effect; in the data active = inhibition mostly above about 51%, no sharp cut-off; note: some results filed as inactive read as strong as hits
Hep lipid drop: hepatic lipid droplet formation modulation; AID 1656; AML12 mouse hepatocytes, oleate lipid droplets, BODIPY imaging; 240,000 compounds, 0.4% hits; inhibition, % at 6.5 µM;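 active = lipid droplet intensity inhibited by at least 50%, with more than 500 cells counted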
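System: AML12 hepatocytes (mouse). Probe or stimulus: oleic acid at 100 µM to induce lipid droplet formation. Times: overnight treatment with compound plus oleate. Detection: Image-based BODIPY and DAPI two-channel analysis. Evaluation: percent inhibition of filter-corrected integrated lipid droplet intensity per well.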
Myeloid diff MLP: promotes myeloid progenitor differentiation; AID 624256; 360,000 compounds, 1% hits; calls only at 10 µM; ER-HoxA9 myeloid progenitors, lysozyme-GFP differentiation, flow cytometry;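 active = normalized GFP-positive differentiation at or above the plate's own cutoff, the solvent-only control mean plus 3 SD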;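 note: cells exposed to compound for four days before flow analysis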
HIV fusion peptide: cell-free HIV fusion peptide-binding blockers – biochemical, uHTS, fluorescence dequenching, primary screen (AID 1986) | 290,000 compounds, 0.3% hits | cell-free peptide binding, fluorescence dequenching, 30 min; higher % means a stronger effect | one-dose inhibition, % at 20 µM; IC50 in µM for titrated hits; in the data active = inhibition mostly above about 52%, no sharp cut-off; inactive = mostly below about 76%; note: some results filed as inactive read as strong as hits
XIAP antagonists: small molecules displacing peptide from XIAP – biochemical, IAP family, fluorescence polarization (AID 1018). XIAP BIR domain, fluorescence polarization peptide displacement; higher % means a stronger effect. one-dose displacement, % at 20 µM; IC50 in µM for titrated hits. 200,000 compounds, 0.007% hits; in the data active = displacement above about 50%; note: a part of the inactive calls stands beside numbers as strong as those of hits
LYP inhibition: PTPN22 lymphoid phosphatase activity blockers – biochemical, fluorescence intensity, uHTS (AID 1779). recombinant LYP phosphatase, fluorescence intensity; higher % means a stronger effect. inhibition, % at 11.5 µM, or IC50 in µM where a hit was titrated. 290,000 compounds, 0.054% hits;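 note: plate controls were vehicle with enzyme for no effect and no enzyme for full effect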
Hep lipid drop cells 6.5 µM: also measured in Hep lipid drop; calls as there; cell count; measured here: cell count, cytotoxicity flag;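 cells counted across two imaged fields per well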
Dengue-2 NS5 capping pilot replicate: recorded beside Dengue-2 NS5 capping, whose call it bears; inhibition, %; measured here: pilot screen replicate inhibition
Myeloid diff MLP GFP+ MAC1+ %: recorded beside Myeloid diff MLP, whose call it bears; GFP+ MAC1+ double positive, %; measured here: differentiation confirmed by MAC1 staining
Numbers without * were called inactive; i = inactive; . = not tested or not shown. Cut-off read from the data, not from the text of the source, unless noted: active = inhibition above about 50%; inactive = the rest.

SMILES	Dengue-2 NS5 capping	NOD2 inhibition	SIAH1 antagonists	AID2073	Hep lipid drop	Hep lipid drop cells 6.5 µM	Myeloid diff MLP	Myeloid diff MLP GFP+ MAC1+ %	HIV fusion peptide	XIAP antagonists	LYP inhibition	others
CCN(Cc1ccc(OC)c(F)c1)C(=O)c1oc2ccccc2c1COC	0%	-3%	-4%	7%	-3	748	i	0.3	-1.3%	.	-7%
COCCCn1c(=O)c2ccccc2n(Cc2ccc(C)cc2)c1=O	-2%	14%	-5%	5%	13	839	i	0.6	-1.9%	.	-8%	Dengue-2 NS5 capping pilot replicate=1.8
C#CCOCCOCCOCCNc1nc(N2CCN(C(=O)[C@H](CCC(=O)O)n3cc(C(N)[C@H](C)CC)nn3)CC2)nc(N2CCN(C(=O)[C@H](CCC(=O)O)n3cc(C(N)[C@H](C)CC)nn3)CC2)n1 (some centres undefined)	-7%	8%	10%	1%	15	699	i	2.4	-1.5%	-4.3%	-6%
COc1ccc(/C(O)=C2\C(=O)C(=O)N(CCN(C)C)C2c2cc(OC)c(OC)c(OC)c2)c(C)c1 (centres undefined)	-2%	-21%	-5%	9%	24	804	i	0.6	0.3%	-4.5%	-10%
O=C(NCc1ccccc1C(F)(F)F)C1CCC(=O)N(CCCc2ccccc2)C1 (centres undefined)	-11%	-2%	-4%	-3%	12	663	i	0.4	0.2%	.	-6%
Cn1ncc2c(=O)n(/N=C/c3ccccc3)cnc21	-5%	-22%	-5%	-2%	2	694	i	0.3	0.8%	-6.4%	3%
O=C(COC(=O)[C@@H]1CCCN1S(=O)(=O)c1ccccc1F)Nc1ccc(OC(F)F)cc1	-1%	7%	-3%	0%	-2	685	i	0.3	-0.8%	-6.3%	1%
COc1ccc(NC(=O)CC(Cc2ccccc2)C(=O)O)cc1 (centres undefined)	1%	13%	-2%	-7%	3	708	i	0.5	-0.8%	-4.0%	-9%	Dengue-2 NS5 capping pilot replicate=2.1
CCOc1cccc2cc(-c3nnc(NCc4ccc5c(c4)OCO5)s3)c(=O)oc12	-1%	-36%	16%	36%	-7	665	i	1.5	-3.6%	-6.0%	0%
COc1ccccc1C1(CCN=Cc2ccc(N(C)C)cc2)CCOC(C)(C)C1 (centres undefined)	-11%	9%	0%	0%	-6	746	i	0.5	-1.1%	.	0%
COc1nc(Nc2ccc([N+](=O)[O-])cc2)nc(NC(C)C)n1	-3%	10%	1%	-5%	-7	685	i	0.3	-2.3%	-6.9%	-5%
OC12CC3C[C@H](C1)C(N1CCOCC1)[C@@H](C3)C2 (some centres undefined)	-8%	-3%	0%	-2%	4	817	i	0.3	1.5%	.	-7%
Cc1ccc(CS(=O)(=O)CCC(=O)NC2CC2)cc1	-2%	18%	3%	-3%	.	.	i	6.3	-3.4%	-2.4%	-12%
O=C(CN1C(=O)C2C3C=CC(C3)C2C1=O)Nc1nc2ccccc2[nH]1 (centres undefined)	-1%	2%	-3%	-10%	3	774	i	0.4	-2.6%	0.0%	-5%
Cc1cccc(CNC(=O)CCCn2nc(C)c3c(C)n(-c4ccccc4)nc3c2=O)c1	-9%	17%	11%	10%	-2	675	i	1.0	-1.5%	.	-9%
CCC(c1nnnn1C(C)(C)CC)N(CCN1CCOCC1)Cc1cc2cc(C)ccc2[nH]c1=O (centres undefined)	-1%	-3%	0%	16%	9	823	i	0.6	1.4%	-23%	-3%
Cc1ccc(C)c(S(=O)(=O)NC(CC(C)C)C(=O)O)c1 (centres undefined)	-2%	12%	-4%	6%	.	.	i	0.8	-0.4%	-2.1%	-10%
CCSC1=C(C#N)C(c2ccc3c(c2)OCO3)C2=C(CCCC2=O)N1 (centres undefined)	5%	24%	-1%	1%	0	764	i	0.7	-2.5%	-6.6%	-8%
COc1ccc(/C=C(/CC(=O)NCc2ccc(Cl)cc2)c2nc3ccccc3s2)cc1	-7%	-19%	10%	5%	-4	678	i	1.1	0.9%	-2.2%	8%
O=S(=O)(c1ccc(F)c(F)c1F)N1CCN(C(=S)NC2CC3CCC2C3)CC1 (centres undefined)	-15%	17%	2%	2%	-2	697	i	0.5	4.2%	-3.6%	-3%
COc1ccc(S(=O)(=O)N2CCC(C(=O)N[C@@H](C)C(=O)NC3CCCC3)CC2)cc1	-7%	0%	1%	3%	3	739	i	5.5	2.1%	.	-2%
O=C(NCC1CCCO1)c1cc(-c2ccccc2)on1 (centres undefined)	-3%	-97%	0%	-6%	42	845	i	2.2	2.0%	2.7%	4%
C=CCOc1ccc(C(=O)Nc2ccc(OCC)cc2)cc1	1%	-40%	-2%	33%	4	689	i	0.7	0.4%	-1.4%	-5%
COCCCNC(=O)Cn1cnc2sc(C)c(S(=O)(=O)N3CCN(c4ccccc4OC)CC3)c2c1=O	-11%	-3%	7%	3%	-13	736	i	1.5	1.2%	.	-6%
CN=C(Nc1cccnc1)c1ccccc1	0%	-14%	-1%	0%	4	790	i	0.3	1.5%	.	-10%
O=C(O)C1CCCCC1C(=O)Nc1ccc(F)cc1F (centres undefined)	-1%	15%	-2%	0%	.	.	i	1.0	2.7%	-3.2%	-9%
CCc1nnc(NC(=O)COC(=O)CN2C(=O)c3ccccc3C2=O)s1	9%	10%	2%	5%	.	.	i	0.7	1.4%	-0.9%	-9%
COc1ccc(NC(=O)CSc2nc3[nH]c(=O)[nH]c(=O)c3s2)cc1OC	-3%	-9%	-3%	1%	0	838	i	0.8	1.2%	.	-4%
O=C(CC1CCCCC1)Nc1c2c(nn1-c1ccc(F)cc1)CS(=O)(=O)C2	-1%	4%	-5%	-1%	-6	643	i	7.9	1.9%	-7.5%	-10%
Cc1ccc(NC(=S)Nc2ccc(Cl)c(Cl)c2)c(OC(F)F)c1	4%	11%	2%	-6%	-10	644	i	0.3	3.3%	-2.5%	-5%

Part of the list above in order of molecular weight, largest number first.
SMILES	Dengue-2 NS5 capping	NOD2 inhibition	SIAH1 antagonists	AID2073	Hep lipid drop	Hep lipid drop cells 6.5 µM	Myeloid diff MLP	Myeloid diff MLP GFP+ MAC1+ %	HIV fusion peptide	XIAP antagonists	LYP inhibition	others
COCCCNC(=O)Cn1cnc2sc(C)c(S(=O)(=O)N3CCN(c4ccccc4OC)CC3)c2c1=O	-11%	-3%	7%	3%	-13	736	i	1.5	1.2%	.	-6%
O=S(=O)(c1ccc(F)c(F)c1F)N1CCN(C(=S)NC2CC3CCC2C3)CC1 (centres undefined)	-15%	17%	2%	2%	-2	697	i	0.5	4.2%	-3.6%	-3%
COc1ccc(NC(=O)CSc2nc3[nH]c(=O)[nH]c(=O)c3s2)cc1OC	-3%	-9%	-3%	1%	0	838	i	0.8	1.2%	.	-4%
O=C(CC1CCCCC1)Nc1c2c(nn1-c1ccc(F)cc1)CS(=O)(=O)C2	-1%	4%	-5%	-1%	-6	643	i	7.9	1.9%	-7.5%	-10%
CCc1nnc(NC(=O)COC(=O)CN2C(=O)c3ccccc3C2=O)s1	9%	10%	2%	5%	.	.	i	0.7	1.4%	-0.9%	-9%
CCSC1=C(C#N)C(c2ccc3c(c2)OCO3)C2=C(CCCC2=O)N1 (centres undefined)	5%	24%	-1%	1%	0	764	i	0.7	-2.5%	-6.6%	-8%
C=CCOc1ccc(C(=O)Nc2ccc(OCC)cc2)cc1	1%	-40%	-2%	33%	4	689	i	0.7	0.4%	-1.4%	-5%
O=C(O)C1CCCCC1C(=O)Nc1ccc(F)cc1F (centres undefined)	-1%	15%	-2%	0%	.	.	i	1.0	2.7%	-3.2%	-9%
O=C(NCC1CCCO1)c1cc(-c2ccccc2)on1 (centres undefined)	-3%	-97%	0%	-6%	42	845	i	2.2	2.0%	2.7%	4%
CN=C(Nc1cccnc1)c1ccccc1	0%	-14%	-1%	0%	4	790	i	0.3	1.5%	.	-10%

The results go on:
SMILES	Dengue-2 NS5 capping	NOD2 inhibition	SIAH1 antagonists	AID2073	Hep lipid drop	Hep lipid drop cells 6.5 µM	Myeloid diff MLP	Myeloid diff MLP GFP+ MAC1+ %	HIV fusion peptide	XIAP antagonists	LYP inhibition	others
CCOC(=O)/C(C#N)=C/c1ccc(N2CCN(Cc3ccccc3)CC2)cc1	23%	19%	-3%	30%	4	660	i	0.5	26%	-1.2%	-1%
O=C(O)COC(=O)C1C(c2ccccc2)C(C(=O)O)C1c1ccccc1 (centres undefined)	-1%	10%	1%	8%	-4	665	i	0.8	-0.1%	-2.9%	-8%
COc1ccc([N+](=O)[O-])cc1NC(=O)Cn1ccc(C(F)(F)F)n1	-2%	7%	5%	16%	2	686	i	0.2	-0.3%	-6.2%	-3%
CCCCCc1nc2c(=O)n(C)c3ccccc3c2o1	-8%	-14%	-1%	-2%	.	.	i	1.3	-1.9%	1.5%	-5%
CCCSc1nnc(NC(=O)Nc2ccccc2OC)s1	-6%	-47%	16%	1%	31	744	i	0.4	-0.9%	.	-4%
COc1ccc(Cl)cc1NC(=O)CCS(=O)(=O)c1ccc(Br)cc1	-1%	6%	15%	24%	3	807	i	0.2	4.0%	.	-1%
Cc1ccc(Cn2cc(C(=O)NN)c(=O)c3ccc(F)cc32)cc1	-8%	27%	3%	5%	-15	741	i	0.9	-2.6%	.	-4%
NC(=O)C1CCCN(C(=O)Nc2cccc3ccccc23)C1 (centres undefined)	-4%	14%	0%	0%	4	787	i	0.8	-2.3%	1.1%	-12%
O=C(c1ccccc1)c1cccs1	-6%	2%	-5%	6%	-20	722	i	0.5	0.5%	-9.4%	-3%
CC(=O)c1ccc(N2CCN(S(=O)(=O)c3cc4[nH]c(=O)c(=O)[nH]c4cc3C)CC2)cc1	-2%	6%	15%	18%	-22	767	i	2.4	-0.1%	.	7%
CC(C)c1ccc(NC(=O)Cc2cn(C)c3ccccc23)cc1	-2%	-7%	4%	3%	5	712	i	0.4	-2.0%	-3.7%	-4%
Cc1cccc(/C=N/NC(=O)Cn2nnnc2N)n1	7%	5%	2%	1%	-3	668	i	0.8	1.5%	.	-6%
CCN(CC)C(=O)Cn1cnc([N+](=O)[O-])n1	-7%	7%	-2%	-3%	.	.	i	6.4	-3.6%	-2.6%	-6%

Screens: PubChem BioAssay, several laboratories

An excerpt. The share of hits here may be higher or lower than overall.
